TbMetRS inhib – Trypanosoma brucei MetRS inhibition. inhibition, % at 11.9 µM. purified T. brucei MetRS, ATP depletion, Kinase-Glo luminescence. hit rate 0.4% among 360,000;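 active = inhibition above a per-plate cutoff of the control wells' mean inhibition plus 3 SD, cut at about 5.5% in these data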;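 also: 0% = DMSO wells median and 100% = median of wells with control inhibitor compound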
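assay system = parasite MetRS enzyme | timing = 15 min preincubation, 2 h reaction, all 25 °C | evaluation = percent inhibition relative to median high and low control wells | medium = HEPES buffer containing pyrophosphatase, BSA, spermine, DTT | compound = single dose, 11.9 µM final nominal, 0.9% final DMSO | detection = Kinase-Glo luminescence, ATP depletion format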
DNMT1 block – inhibitors of human DNMT1 | P26358 | DNMT1 molecular beacon, Hinp1I cleavage, fluorescence | inhibition (reported as % activation of signal), % at 10 µM | hit rate 0.83% among 360,000 | AID 588458; in the data active = inhibition above about 50%
Target sequence (P26358 504-1616 limits assumed): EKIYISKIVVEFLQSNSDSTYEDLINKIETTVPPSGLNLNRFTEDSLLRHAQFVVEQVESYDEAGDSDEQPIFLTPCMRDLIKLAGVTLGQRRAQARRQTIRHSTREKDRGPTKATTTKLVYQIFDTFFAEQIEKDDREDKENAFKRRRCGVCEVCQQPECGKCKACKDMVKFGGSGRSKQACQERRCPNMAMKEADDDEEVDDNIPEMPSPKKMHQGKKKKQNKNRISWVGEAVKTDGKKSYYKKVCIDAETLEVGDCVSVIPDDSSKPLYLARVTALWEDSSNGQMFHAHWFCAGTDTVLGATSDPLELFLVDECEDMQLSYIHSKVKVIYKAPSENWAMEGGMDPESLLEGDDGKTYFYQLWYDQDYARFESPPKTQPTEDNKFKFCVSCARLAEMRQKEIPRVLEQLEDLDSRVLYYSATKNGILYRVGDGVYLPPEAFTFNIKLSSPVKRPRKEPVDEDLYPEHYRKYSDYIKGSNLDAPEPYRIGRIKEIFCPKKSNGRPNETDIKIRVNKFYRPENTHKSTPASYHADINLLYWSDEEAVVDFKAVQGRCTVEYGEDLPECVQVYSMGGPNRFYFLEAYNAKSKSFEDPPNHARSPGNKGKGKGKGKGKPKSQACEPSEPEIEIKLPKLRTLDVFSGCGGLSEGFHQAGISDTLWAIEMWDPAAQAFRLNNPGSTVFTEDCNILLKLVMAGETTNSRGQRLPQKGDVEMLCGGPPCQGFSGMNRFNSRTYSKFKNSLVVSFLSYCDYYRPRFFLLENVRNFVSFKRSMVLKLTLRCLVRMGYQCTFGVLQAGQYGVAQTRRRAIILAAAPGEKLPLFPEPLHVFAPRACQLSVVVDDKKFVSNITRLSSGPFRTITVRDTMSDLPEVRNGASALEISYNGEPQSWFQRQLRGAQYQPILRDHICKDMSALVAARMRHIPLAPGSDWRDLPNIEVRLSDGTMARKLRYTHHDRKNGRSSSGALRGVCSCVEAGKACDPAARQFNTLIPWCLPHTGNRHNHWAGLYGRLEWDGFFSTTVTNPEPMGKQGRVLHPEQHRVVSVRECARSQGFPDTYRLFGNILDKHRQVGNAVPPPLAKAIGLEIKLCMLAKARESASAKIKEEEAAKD
Scp1 inh – Scp-1 (human) phosphatase inhibition | Recombinant Scp1, phosphopeptide, malachite green phosphate absorbance | inhibition, % at 20 µM | hit rate 0.88% among 340,000 | AID 493091;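 active = inhibition above about 50% at 20 µM, limit read from the data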;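 also: plate controls were DMSO wells with enzyme for no effect and wells lacking enzyme for full effect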
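System: SCP-1 catalytic domain; Reagent: Phospho 17-mer peptide substrate; Doses: one concentration, 20 µM, with 1.0% DMSO; Incubation: 45 min room-temperature reaction, 5 min colour, 30 min stabiliser; Signal: Phosphate-binding colour reagent, absorbance read at 630 nm.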
E coli Lon inh – inhibits E. coli Lon protease; hit rate 0.42% among 360,000; P0A9M0; inhibition, % at 7.94 µM; purified E. coli Lon protease, fluorescence polarization; in the data active = inhibition above about 13%, passing the limit was not always enough;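 also: 0% = enzyme with probe and DMSO and 100% = no enzyme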
CendR NRP1 mod – modulators of CendR peptide binding to human neuropilin-1 | FAM-RPARPAR peptide binding to NRP-1, fluorescence polarization | inhibition, % at 25 µM | O14786 | hit rate 0.85% among 360,000;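 active = inhibition or corrected inhibition above about 18%, plus a signal ratio from 0.5 to 1.5, limit read from the data, passing the limit was not always enough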; also: strong numbers were not always called active
bovine MsrA act – activates bovine MsrA enzyme; hit rate 0.3% among 360,000; purified bovine MsrA, absorbance read-out; activation, % at 10.6 µM; AID 602163; in the data active = activation above about 7.5%;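 also: 0% = vehicle and 100% = reference activator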
SUMO1 PPI mod – SUMO1-SIM interaction modulation. P63165. SUMO1 binding to a labelled peptide, TR-FRET, 1 h. inhibition, % at 20 µM. hit rate 0.33% among 360,000; in the data active = inhibition above about 37%
STEP inh – STEP (human) phosphatase inhibition | P54829 | recombinant STEP, OMFP fluorogenic substrate, fluorescence | inhibition, % at 20 µM | hit rate 0.25% among 360,000 | AID 588621;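 active = inhibition at 20 µM, scaled per plate between control wells, above about 37%, limit read from the data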;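 also: 0% = DMSO with enzyme and substrate and 100% = substrate only without enzyme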
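Measure: Control-normalized % inhibition with plate pattern correction | Test system: STEP phosphatase, cell-free reaction | Medium: pH 6.0 Bis-Tris with DTT and Tween 20 | Technique: Fluorescence, 480/540 nm | Times: Reaction 20 min, ambient temperature | Doses: Single compound dose of 20 µM, 1% DMSO final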
LMPTP block – blocks human LMPTP phosphatase; P24666; recombinant LMPTP-A, OMFP fluorogenic substrate, fluorescence intensity; inhibition, % at 20 µM; hit rate 0.22% among 360,000; AID 651560;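 active = compounds that cut the enzyme signal by at least half of the control window in the single-dose screen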;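 also: plate controls were DMSO wells with enzyme plus substrate for no effect and substrate without enzyme for full effect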
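Test system: LMPTP-A phosphatase enzyme; input: 0.625 nM LMPTP-A final; reagent: OMFP substrate, 400 µM final; compound dosing: 20 µM single dose, 3% DMSO; incubation: 50 min dark incubation at room temperature; measured by: endpoint fluorescence intensity from OMFP dephosphorylation; measure: % inhibition relative to no-enzyme and uninhibited control wells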
MsrA inhibitor – inhibits bovine methionine sulfoxide reductase A; hit rate 0.75% among 360,000; inhibition, % at 15.5 µM; purified bovine MsrA, absorbance read-out; in the data active = inhibition above about 4.5%;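 also: 0% = vehicle wells with enzyme and 100% = reference inhibitor wells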
The depositor's hits bear a star; nt = not tested or not shown. An unsorted share of the library; any-hit rate near 4.3%.

SMILES	TbMetRS inhib	DNMT1 block	Scp1 inh	E coli Lon inh	CendR NRP1 mod	bovine MsrA act	SUMO1 PPI mod	STEP inh	LMPTP block	MsrA inhibitor
C/C(=N\NC(=O)c1ccc(O)cc1)c1ccc2c(c1)Nc1ccccc1S2	0.1	-10	-7	-12	-35	-2	13	2	0.4	0.5
O=C(CCCN1C(=O)c2ccccc2C1=O)NCc1ccco1	-0.8	-1	0	-6	-10	-4	-6	-5	-2.2	0.7
CCO[C@H]1OC(C(=O)N2CCN(C)CC2)=C[C@@H](c2coc3ccccc3c2=O)[C@@H]1CCCO	0.1	2	0	-4	4	-2	3	1	-0.7	0.1
CN1C(=O)/C(=C\c2ccc(N(C)C)cc2)OC1=S	-0.9	12	-10	-486	131	-3	-19	-16	0.0	0.4
Cc1csc(NC(=O)c2c(O)c3c(n(CC(C)C)c2=O)CCCC3)n1	-0.4	-4	-3	5	7	-1	3	6	0.8	nt
Cc1ccc(-c2cc(Cc3ccncc3)c(=O)[nH]n2)cc1	0.0	1	-5	-15	11	-2	-10	0	-0.6	0.7
Cc1cccc(-c2csc(N)c2C(=O)OC(C)C)c1	0.0	-22	-5	2	0	-2	-6	-3	3.9	0.5
COc1ccc(CNC(=O)C(OC(=O)c2nsc(Cl)c2Cl)C(C)C)cc1 (centres undefined)	-0.4	0	2	6	6	-5	-2	0	0.7	1.2
COCCNC(=O)c1cccc(OC2CCN(Cc3ccc(OC(F)F)cc3)CC2)c1	-0.8	3	0	-3	-1	-5	1	0	-0.6	-1.6
CC(=O)NC(C)C(=O)OCC(=O)c1ccc(-c2ccccc2)cc1 (centres undefined)	-0.3	-7	-11	-15	2	0	4	-1	-1.4	0.0
C=CCN1C(=O)CS/C1=N\N=C\c1cccc([N+](=O)[O-])c1	0.0	-1	-7	-5	-1	-3	-16	-5	0.5	-0.3
CCOC(=O)Nc1ccc2nc3n(c(=O)c2c1)CCCCC3	-0.9	1	-12	3	5	-2	1	-1	-1.2	-1.5
O=C1NC[C@H](Cc2ccc(O)cc2)N(C[C@@H]2CCCN2C[C@H](Cc2ccccc2)N2C[C@H](Cc3ccc(O)cc3)N(CC3CCCCCC3)C(=O)C2=O)C1=O	-0.2	nt	nt	0	6	-4	5	nt	13	-0.6
Cc1nn(-c2ccccc2)c(N2CCCC2)c1/C=N/NC(=O)c1cc(-c2ccccn2)nc2ccccc12	-0.6	-19	-5	-17	7	-8	2	0	1.5	2.2
Cc1ccc(OCC(O)CN2CCN(CC(O)COc3ccc(C)cc3Cl)CC2)c(Cl)c1 (centres undefined)	2.1	-6	-5	-4	2	-2	0	1	1.6	0.4
COc1ccccc1CCNC(=O)NC1CCCCC1	0.2	-1	-6	5	8	-3	3	0	-3.1	1.1
Nc1nonc1C(=O)N1CCCC1	0.2	5	-10	-3	13	-4	-2	1	0.6	0.2
COc1ccc(NC(=O)CCCN2C(=O)C(c3ccccc3)Oc3cccnc32)c(OC)c1 (centres undefined)	-0.7	0	1	8	3	-2	5	0	-0.9	-0.6
COc1ccc(CN2C(=O)CN(C3CCCCCC3)C(=O)C2c2ccc(OC)c(OC)c2)cc1 (centres undefined)	-0.4	10	-3	-2	-5	-3	-1	12	-1.2	0.6
Cc1ccccc1-n1nc(C)c2cc(C(=O)NC3CC3)sc21	0.5	-1	-10	-4	-4	2	-5	2	0.5	1.1
CC(=O)NC(c1cccc(F)c1)c1nc(-c2cccc(F)c2)cs1 (centres undefined)	-0.4	0	nt	-5	4	-5	-5	2	-0.4	0.7
Cc1ccccc1N=Nc1ccc(O)c2ncccc12	-1.0	71*	0	3	-6	-8	-7	4	-0.5	0.0
CN(C(=O)COC(=O)c1ccc(NS(=O)(=O)c2cccs2)cc1)C1CCCCC1	-0.3	6	-3	4	-13	-3	2	-4	1.3	0.2
Cc1csc(NC(=O)CSc2nnc(-c3cccs3)n2C)n1	-0.9	2	-8	-6	9	-7	0	1	-0.7	-0.7
COC(=O)c1c(C)[nH]c(C(=O)CSc2ccc(Cl)cc2)c1C	-0.2	-1	23	-1	6	-15	0	-1	0.6	1.9
The listing continues.
SMILES	TbMetRS inhib	DNMT1 block	Scp1 inh	E coli Lon inh	CendR NRP1 mod	bovine MsrA act	SUMO1 PPI mod	STEP inh	LMPTP block	MsrA inhibitor
Cn1nnnc1Sc1ncnc2scc(-c3ccccc3Br)c12	-0.2	-3	-3	-13	3	-2	-3	0	-0.6	-0.1
Cc1cccn2c(=O)c3cc(C(=O)NCC4CCCO4)c(=N)n(CC4CCCO4)c3nc12 (centres undefined)	0.2	1	-1	-4	6	-3	-30	5	2.2	0.6
COc1ccc(N2CC(C(=O)NCCN3C(=O)S/C(=C\c4cccnc4)C3=O)CC2=O)c(OC)c1 (centres undefined)	-0.4	-8	13	-18	-13	0	-29	2	-0.2	2.8
O=C(CSc1nnnn1-c1ccccc1)NC1CCCc2ccccc21 (centres undefined)	-0.2	-1	-4	3	-7	-1	0	2	-0.9	-0.5
Cc1ccc(S(=O)(=O)Nc2nc(N)n(-c3ccccc3)n2)cc1	-0.9	-1	-3	0	11	2	1	-4	-0.6	0.0
Cc1cccc(NC(=O)CCC2CCN(C(=O)c3ccc(C)s3)CC2)c1	-0.4	-3	-3	0	-2	0	2	-2	0.9	-0.8
O=c1[nH]cnc2cc(-c3ccccc3)sc12	0.4	1	13	-6	-4	-1	-24	-1	-4.4	0.2
O=C(Cc1ccc(Cl)cc1)N1CCN(c2ccccc2)CC1	-1.0	-4	0	-7	2	-5	3	-1	0.8	-0.3
CCSC1=NCCN1S(=O)(=O)c1ccc2ccccc2c1	-0.8	0	-2	2	2	-3	-2	-3	-0.1	0.2
C=CC[C@H](CC(=O)N(CCO)Cc1ccccc1)C(=O)N[C@H](COC(=O)[C@@H](CC=C)Cc1ccc(F)cc1)C(C)(C)C	-0.2	-6	-4	0	13	5	2	2	1.9	-1.6
CCC1(CC)C(=O)NC(=O)NC1=NCCc1c[nH]c2ccccc12	0.3	1	0	-1	2	-1	3	1	-0.7	0.2
COc1cccc(C(=O)Nc2ncc3c(n2)CC(C)CC3=O)c1 (centres undefined)	0.0	-1	-2	1	-11	-2	-1	1	-0.2	-0.3
COc1ccccc1-n1cnnc1SCC(=O)N1CCN(C(=O)c2ccco2)CC1	0.4	11	-5	5	-9	-3	1	-2	-1.6	0.2
Cc1ccc(N=C2S/C(=C\c3cn(CC(=O)O)c4ccccc34)C(=O)N2C)cc1	0.8	-1	-9	-15	-57	-2	16	1	0.5	0.1
CC(=O)NC12CC3CC(C1)CC(C(=O)Nc1nc4c(C)cccc4s1)(C3)C2	-0.4	-1	-5	-7	8	-2	-2	1	-6.5	1.5
CCCOc1cccc(C(=O)N(Cc2ccc(OC)c(OC)c2)C2CCS(=O)(=O)C2)c1 (centres undefined)	-0.4	2	-3	5	-4	-1	0	0	-1.4	-1.0
C#CCNC(=O)C1=C[C@@H](c2ccc3c(c2)OCO3)C[C@@H](OCc2ccc(CO)cc2)O1	-0.3	-10	-8	-5	-6	8.5*	-2	3	-0.9	0.2
COc1c(F)c(F)c(C(=O)Nc2ccccc2N2CCN(C(=O)C(C)C)CC2)c(F)c1F	-0.9	-2	0	3	4	-6	1	-2	-0.8	0.2
CC(CC(=O)Nc1nnc(CC(C)(C)C)s1)c1ccccc1 (centres undefined)	-2.0	2	-24	-2	-2	-8	-2	2	-1.0	1.4
C#CCN(C[C@H]1[C@H](OC(=O)NCc2ccco2)[C@H](OC(=O)NCc2ccco2)C[C@H]2C(=O)N(c3ccccc3)C(=O)[C@@H]12)S(=O)(=O)c1ccc(C)cc1	-0.7	-7	nt	-1	-4	-2	4	2	1.7	-0.8
CN(Cc1ccccc1)C(=O)CNC(=O)C12CC3CC(CC(C3)C1)C2	-0.2	5	-2	12	0	-7	0	-2	-1.1	-0.2
c1ccc2[nH]c(CSc3nc4ccccc4s3)nc2c1	8.1*	-6	3	-8	-4	-1	-4	-1	1.5	-0.3

Compound profiles, as listed above. Order of screens: TbMetRS inhib | DNMT1 block | Scp1 inh | E coli Lon inh | CendR NRP1 mod | bovine MsrA act | SUMO1 PPI mod | STEP inh | LMPTP block | MsrA inhibitor
Cc1ccc(N=C2S/C(=C\c3cn(CC(=O)O)c4ccccc34)C(=O)N2C)cc1 is entered as 0.8 | -1 | -9 | -15 | -57 | -2 | 16 | 1 | 0.5 | 0.1
COc1cccc(C(=O)Nc2ncc3c(n2)CC(C)CC3=O)c1 (centres undefined) is entered as 0.0 | -1 | -2 | 1 | -11 | -2 | -1 | 1 | -0.2 | -0.3

Taken from the entries so far (14 entries):
SMILES	TbMetRS inhib	DNMT1 block	Scp1 inh	E coli Lon inh	CendR NRP1 mod	bovine MsrA act	SUMO1 PPI mod	STEP inh	LMPTP block	MsrA inhibitor
Cc1ccc(S(=O)(=O)Nc2nc(N)n(-c3ccccc3)n2)cc1	-0.9	-1	-3	0	11	2	1	-4	-0.6	0.0
Cc1cccc(NC(=O)CCC2CCN(C(=O)c3ccc(C)s3)CC2)c1	-0.4	-3	-3	0	-2	0	2	-2	0.9	-0.8
O=c1[nH]cnc2cc(-c3ccccc3)sc12	0.4	1	13	-6	-4	-1	-24	-1	-4.4	0.2
O=C(Cc1ccc(Cl)cc1)N1CCN(c2ccccc2)CC1	-1.0	-4	0	-7	2	-5	3	-1	0.8	-0.3
CCSC1=NCCN1S(=O)(=O)c1ccc2ccccc2c1	-0.8	0	-2	2	2	-3	-2	-3	-0.1	0.2
C=CC[C@H](CC(=O)N(CCO)Cc1ccccc1)C(=O)N[C@H](COC(=O)[C@@H](CC=C)Cc1ccc(F)cc1)C(C)(C)C	-0.2	-6	-4	0	13	5	2	2	1.9	-1.6
CCC1(CC)C(=O)NC(=O)NC1=NCCc1c[nH]c2ccccc12	0.3	1	0	-1	2	-1	3	1	-0.7	0.2
COc1cccc(C(=O)Nc2ncc3c(n2)CC(C)CC3=O)c1 (centres undefined)	0.0	-1	-2	1	-11	-2	-1	1	-0.2	-0.3
COc1ccccc1-n1cnnc1SCC(=O)N1CCN(C(=O)c2ccco2)CC1	0.4	11	-5	5	-9	-3	1	-2	-1.6	0.2
Cc1ccc(N=C2S/C(=C\c3cn(CC(=O)O)c4ccccc34)C(=O)N2C)cc1	0.8	-1	-9	-15	-57	-2	16	1	0.5	0.1
CC(=O)NC12CC3CC(C1)CC(C(=O)Nc1nc4c(C)cccc4s1)(C3)C2	-0.4	-1	-5	-7	8	-2	-2	1	-6.5	1.5
CCCOc1cccc(C(=O)N(Cc2ccc(OC)c(OC)c2)C2CCS(=O)(=O)C2)c1 (centres undefined)	-0.4	2	-3	5	-4	-1	0	0	-1.4	-1.0
C#CCNC(=O)C1=C[C@@H](c2ccc3c(c2)OCO3)C[C@@H](OCc2ccc(CO)cc2)O1	-0.3	-10	-8	-5	-6	8.5*	-2	3	-0.9	0.2
COc1c(F)c(F)c(C(=O)Nc2ccccc2N2CCN(C(=O)C(C)C)CC2)c(F)c1F	-0.9	-2	0	3	4	-6	1	-2	-0.8	0.2
